Rab7 wt modul = modulators of GTP binding to dog Rab7 wildtype GTPase; GST-Rab7 beads, fluorescent GTP binding, flow cytometry; actives lie on both sides; untreated = 100%, excess cold GTP = 0%; GTP binding activity (percent of control), % at 10 µM; 190,000 compounds, 0.055% hits; AID 758;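 active means fluorescent GTP binding to Rab7 beads changed by at least 20 points from the 100% baseline, either direction, mostly lower; inconclusive means compound itself probably fluorescent, or too few beads counted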;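 further: median green fluorescence of bound Bodipy-FL-GTP per Rab7 bead population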
ABCG2 inh = human ABCG2 inhibition, ABCB1 as counter-screen; inhibition, % at 6.6 µM; AID 1325; 190,000 compounds, 0.1% hits; IgMXP3 cells, JC-1 efflux, flow cytometry;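 active means inhibition above 80%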;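 further: 0% = DMSO and 100% = nicardipine control wells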
Target sequence (Q9UNQ0 whole entry, looked up): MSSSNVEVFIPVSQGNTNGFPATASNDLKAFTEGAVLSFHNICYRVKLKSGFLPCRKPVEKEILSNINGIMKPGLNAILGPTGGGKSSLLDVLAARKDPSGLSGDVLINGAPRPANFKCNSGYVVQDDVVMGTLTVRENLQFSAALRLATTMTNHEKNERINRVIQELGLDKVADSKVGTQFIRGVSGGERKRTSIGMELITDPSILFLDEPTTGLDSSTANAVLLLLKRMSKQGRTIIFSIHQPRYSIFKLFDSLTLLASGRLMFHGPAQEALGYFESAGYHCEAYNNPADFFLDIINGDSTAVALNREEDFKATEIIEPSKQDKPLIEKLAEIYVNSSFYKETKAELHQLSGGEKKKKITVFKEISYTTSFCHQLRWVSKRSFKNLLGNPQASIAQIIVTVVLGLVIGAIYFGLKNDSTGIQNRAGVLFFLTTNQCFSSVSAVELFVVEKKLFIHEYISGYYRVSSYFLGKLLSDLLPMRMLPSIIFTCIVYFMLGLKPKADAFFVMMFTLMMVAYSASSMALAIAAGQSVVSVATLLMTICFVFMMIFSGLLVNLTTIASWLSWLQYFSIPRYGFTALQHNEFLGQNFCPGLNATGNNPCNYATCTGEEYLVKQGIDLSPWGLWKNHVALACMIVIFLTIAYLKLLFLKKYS
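test system = two drug-resistant human cell lines, ABCG2 and ABCB1 | amount = 3 million cells/mL final, two lines in 1:1 ratio | reagent = JC-1 transporter substrate | doses = one concentration, 6.6 µM final | incubation = 10 min at 25 °C | signal = flow cytometric JC-1 green MFI at 530 nm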
GSH bead fluor = GSH bead compound fluorescence profile; fluorescence (KMESF) at 10 µM; GSH beads flow cytometry, compound fluorescence 488/530 nm; active compounds read high; 190,000 compounds, 0.25% hits; in the data active means fluorescence above about 89;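 further: glutathione beads carrying GST-tagged Bcl family fusion proteins plus one bare bead set; values are compound well signal with DMSO vehicle wells as background; inactives centre near 16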
ABCB1 block = blocks JC-1 efflux by human ABCB1 transporter; inhibition, % at 6.6 µM; 190,000 compounds, 0.067% hits; CCRF-Adr cells, flow cytometry; in the data active means inhibition above about 40%;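 further: 0% = vehicle and 100% = reference inhibitor; higher value means more JC-1 retained so stronger ABCB1 efflux block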
HRas wt GTP bind = modulators of GTP binding to human HRas wildtype | P01112 | GST-Ras wt beads, Bodipy-FL-GTP binding, flow cytometry; actives lie on both sides | GTP binding activity, % at 10 µM | 190,000 compounds, 0.14% hits | AID 759;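 active means GTP binding activity at least 20% away from the 100% baseline, either lowered as inhibitor or raised as activator; inconclusive means flagged as likely green fluorescent, judged across all proteins in the well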;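 further: 0% = unlabeled GTP competition control and 100% = no-compound control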
Target sequence (P01112 whole entry, looked up): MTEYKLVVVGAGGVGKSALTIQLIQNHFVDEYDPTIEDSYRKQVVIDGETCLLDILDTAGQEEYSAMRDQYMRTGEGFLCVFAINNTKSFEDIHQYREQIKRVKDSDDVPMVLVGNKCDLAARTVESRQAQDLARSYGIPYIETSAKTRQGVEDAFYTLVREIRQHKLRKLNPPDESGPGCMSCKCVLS
Rab2 wt GTP = changes GTP binding to wildtype dog Rab2A, up or down. P61105. GST-Rab2 wt beads, Bodipy-GTP binding, flow cytometry. GTP binding activity, % at 10 µM. 190,000 compounds, 0.19% hits;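 active means GTP binding activity at least 20 points away from 100%, either lowered or raised; inconclusive means signal likely due to the compound's own green fluorescence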;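 further: 0% = beads with excess unlabeled GTP and 100% = no-compound control corrected for plate trend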
Pf gamet viab = P. falciparum stage V gametocyte viability inhibition; 150,000 compounds, 0.065% hits; inhibition, % at 10.9 µM; P. falciparum stage V gametocytes, ATP luminescence, 24 h;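 active means inhibition above the mean plus 3 SD of compounds within the control limits, set per campaign, cut at about 38% in these data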;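 further: 0% = DMSO wells and 100% = medium only without gametocytes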
Cdc42 wt GTP = human Cdc42 wildtype GTP binding change, either direction; P60953; GST-Cdc42 beads, Bodipy-GTP binding, flow cytometry; actives lie on both sides; percent activity (GTP binding), % at 10 µM; 190,000 compounds, 0.2% hits; AID 761;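 active means percent activity GTP binding at least 20 points away from the 100% baseline, either down as inhibitor or up as activator; inconclusive means compound flagged as likely green fluorescent from well-wide comparison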;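 further: median bead fluorescence of bound Bodipy-FL-GTP at 100 nM; 0% = excess unlabeled GTP control and 100% = no compound control; below 100% means less GTP binding so inhibitor and above means activator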
Target sequence (P60953 whole entry, looked up): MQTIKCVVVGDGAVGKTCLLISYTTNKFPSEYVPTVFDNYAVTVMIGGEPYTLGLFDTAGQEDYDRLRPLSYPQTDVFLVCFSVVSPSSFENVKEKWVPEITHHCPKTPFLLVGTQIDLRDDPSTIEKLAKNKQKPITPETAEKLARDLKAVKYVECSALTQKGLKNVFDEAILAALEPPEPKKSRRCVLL
Rac1 wt modul = modulators of human Rac1 wildtype GTP binding; P63000; GST-Rac1 beads, fluorescent GTP binding, flow cytometry; actives lie on both sides; 0 = cold GTP competed, 100 = untreated; GTP binding activity (% of control), % at 10 µM; 190,000 compounds, 0.27% hits; AID 757;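 active means GTP binding activity at least 20 points away from the 100% control level, either lower or higher; inconclusive means compound flagged as likely green fluorescent, judged across all proteins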
Rac1 act GTP bind = human Rac1 activated mutant GTP binding change. P63000. GST-Rac1 activated beads, fluorescent GTP binding, flow cytometry; actives lie on both sides; 100% means binding = to untreated wells. percent activity (GTP binding), % at 10 µM. 190,000 compounds, 0.11% hits;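 active means GTP binding at least 20 percentage points away from the 100% baseline, in either direction, so actives lie on both sides; inconclusive means Compound likely fluorescent itself, or too few beads counted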
Avidin fluor = avidin bead compound fluorescence profile. 220,000 compounds, 0.38% hits. Avidin beads, compound fluorescence 488/530 nm, flow cytometry; active compounds read high. fluorescence (KMESF) at 10 µM. AID 1775; in the data active means fluorescence above about 47; further: inactives centre near 10
* hit, by the source's call; u = inconclusive; x = no result given.

Second line of a record: Rab7 wt modul | ABCG2 inh | GSH bead fluor | ABCB1 block | HRas wt GTP bind | Rab2 wt GTP | Pf gamet viab | Cdc42 wt GTP | Rac1 wt modul | Rac1 act GTP bind | Avidin fluor
CC(=O)NCCC(=O)Nc1nc(-c2cccs2)c(-c2cccs2)s1
    101 | 4 | 12 | 0.1 | 98 | 100 | 1 | 100 | 100 | 96 | 7
Nc1nc(CN2CCCCC2)cs1
    99 | 0 | 36 | -0.2 | 101 | 99 | -12 | 101 | 98 | 96 | 10
COc1ccccc1OCC(=O)Nc1ccc(S(=O)(=O)N2CCN(C)CC2)cc1
    98 | 3 | 11 | 0.5 | 97 | 99 | 7 | 100 | 98 | 96 | 12
COc1ccc(C(=O)n2nc(-c3ccccc3)nc2SC)cc1
    98 | 0 | 8 | -0.1 | 99 | 98 | 11 | 100 | 100 | 97 | 14
O=C(CN1CCOCC1)Nc1ccc(Oc2ccc(NC(=O)CN3CCOCC3)cc2)cc1
    98 | 2 | 35 | 1.0 | 99 | 96 | -42 | 99 | 97 | 93 | 25
Cc1ccc2nc(C)c(C(=O)N/N=C/c3cccs3)n2c1
    100 | 9 | 14 | 0.1 | 102 | 100 | -4 | 102 | 104 | 100 | 8
Cc1cc(CNC(=O)[C@H](C)[C@@H]2C[C@@]2(C)[C@@H](NC(=O)OCc2ccccc2)c2ccccc2)nn1C
    98 | 0 | 17 | -0.4 | 99 | 97 | x | 102 | 104 | 99 | 10
COc1ccc(NS(=O)(=O)c2ccc(NC(=O)c3ccccc3)cc2)nn1
    95 | 7 | 10 | 0.4 | 95 | 94 | -17 | 97 | 98 | 95 | 10
Cc1ccc(S(=O)(=O)Nc2ccc(C(=O)Nc3ccncc3)cc2)cc1
    96 | 9 | 14 | 2.7 | 100 | 100 | x | 101 | 100 | 97 | 4
CC(=O)c1cc(C#N)c(SCc2ccncc2)nc1C
    104 | 2 | 8 | 0.2 | 102 | 101 | 12 | 99 | 107 | 97 | 8
COc1ccc(C(=O)N2CCN(c3ccc([N+](=O)[O-])c(-n4nc(C)cc4C)c3)CC2)cc1
    100 | -16 | 23 | -2.6 | 99 | 97 | 15 | 98 | 103 | 99 | 12
O=C(/C=C/c1ccc(Cl)cc1Cl)c1ccc[nH]1
    107 | 2 | 11 | 0.4 | 101 | 101 | -22 | 101 | 101 | 95 | 6
CCOc1cc(C)c(Cl)cc1S(=O)(=O)n1cnc2ccccc21
    102 | 6 | 27 | 0.2 | 101 | 100 | -23 | 101 | 101 | 99 | 12
CS(=O)(=O)N1CCc2cc(-c3csc(NC(=O)C(c4ccccc4)c4ccccc4)n3)ccc21
    97 | 0 | 19 | -0.2 | 101 | 97 | x | 101 | 104 | 99 | 35
COc1ccc(NC(=O)C2CC(=O)NC(Nc3cccc(C)c3)=N2)cc1 (stereo not drawn)
    92 | 14 | 33 | 1.2 | 95 | 92 | -8 | 96 | 91 | 93 | 10

Pulled by structure from the list above, two records:
Second line of a record: Rab7 wt modul | ABCG2 inh | GSH bead fluor | ABCB1 block | HRas wt GTP bind | Rab2 wt GTP | Pf gamet viab | Cdc42 wt GTP | Rac1 wt modul | Rac1 act GTP bind | Avidin fluor
CC(=O)NCCC(=O)Nc1nc(-c2cccs2)c(-c2cccs2)s1
    101 | 4 | 12 | 0.1 | 98 | 100 | 1 | 100 | 100 | 96 | 7
CC(=O)c1cc(C#N)c(SCc2ccncc2)nc1C
    104 | 2 | 8 | 0.2 | 102 | 101 | 12 | 99 | 107 | 97 | 8

Remaining list, next part
Second line of a record: Rab7 wt modul | ABCG2 inh | GSH bead fluor | ABCB1 block | HRas wt GTP bind | Rab2 wt GTP | Pf gamet viab | Cdc42 wt GTP | Rac1 wt modul | Rac1 act GTP bind | Avidin fluor
CC(C(=O)Nc1cccc([N+](=O)[O-])c1)[n+]1ccccc1 (stereo not drawn)
    94 | -1 | 11 | 0.1 | 94 | 92 | -4 | 93 | 97 | 93 | 11
CN(C)c1ccc(C2(O)C(=O)c3ccccc3C2=O)cc1
    100 | -1 | 21 | 2.7 | 100 | 100 | -7 | 101 | 103 | 96 | 13
COc1ccc(S(=O)(=O)N(C)CC(=O)N2CCOCC2)cc1
    102 | 1 | 15 | 0.2 | 100 | 101 | x | 101 | 101 | 98 | 15
FC(F)(F)C1=CC(c2ccc(Br)cc2)=NCCN1
    99 | 14 | 23 | 1.1 | 103 | 101 | 7 | 102 | 106 | 100 | 31
Nc1nnc(SC2CCCC2)s1
    103 | -1 | 6 | -0.3 | 99 | 96 | x | 100 | 100 | 97 | 4
COc1cc(C(=S)N2CCCC2)cc(OC)c1OC
    107 | 0 | 13 | 0.0 | 99 | 100 | 21 | 99 | 99 | 94 | 11
CCOc1ccc(-c2cc(C)n3nc(C(N)=O)cc3n2)cc1
    91 | 3 | 57 | 0.6 | 91 | 89 | 16 | 95 | 90 | 95 | 8
Cc1ccc2c(c1)c1c(n2CC(O)CNC(CO)(CO)CO)CCCC1 (stereo not drawn)
    100 | 6 | 16 | 1.0 | 101 | 96 | x | 103 | 104 | 99 | 19
COc1cccc(C(C)N(C)Cc2nc(-c3ccoc3)oc2C)c1 (stereo not drawn)
    102 | 6 | 13 | 4.2 | 101 | 101 | x | 103 | 101 | 99 | 9
CCN(CC)S(=O)(=O)c1ccc2c(c1)nc(CCC(=O)OCC(=O)Nc1cc(Cl)cc(Cl)c1)n2C
    97 | 16 | 8 | 1.7 | 98 | 97 | 0 | 98 | 99 | 96 | 18
O=C(NCc1cccnc1)Nc1ccc2c(c1)OCO2
    95 | 0 | 15 | 0.0 | 98 | 98 | -22 | 98 | 97 | 96 | 10
Cc1ccn2cc(CSc3ccccc3N)nc2c1
    99 | 1 | 14 | 0.1 | 98 | 100 | x | 99 | 99 | 96 | 27
Cc1noc(C)c1COC(=O)c1cccc(N(C)C)c1
    103 | 4 | 23 | 0.8 | 100 | 98 | 21 | 95 | 98 | 94 | 24
CCOCCCNCc1cc(Cl)ccc1OCC
    107 | 0 | 17 | 0.1 | 99 | 103 | -32 | 104 | 101 | 95 | 10
Clc1ccccc1CN1CCN(/N=C/c2ccncc2)CC1
    107 | 0 | 14 | 0.0 | 100 | 97 | 5 | 99 | 100 | 97 | 11
COc1ccc(NCc2cc3cc(OC)ccc3[nH]c2=O)cc1
    94 | 4 | 11 | 0.6 | 95 | 96 | x | 99 | 100 | 95 | 26
CCOC(=O)c1c(=O)n(O)c2ccc(OC)cc2[n+]1[O-]
    98 | x | 17 | x | 97 | 98 | x | 101 | 100 | 99 | 1
CC(=O)NC12CC3CC(C)(C1)CC(NC(C)=O)(C3)C2
    100 | 1 | 6 | 0.2 | 102 | 99 | x | 104 | 105 | 103 | 7
Cc1ccc(C)c(OCCCCn2ccnc2)c1
    101 | 1 | 16 | 0.4 | 102 | 102 | x | 101 | 108 | 101 | 7
C=CCn1c(SC(C)CC)nc(O)cc1=O (stereo not drawn)
    103 | 0 | 13 | 0.0 | 106 | 105 | x | 106 | 106 | 99 | 14
CN(Cc1cnn(C)c1)C(=O)c1sc2cccc(Cl)c2c1Cl
    102 | 14 | 33 | 2.7 | 101 | 103 | x | 101 | 107 | 97 | 12
COc1ccc(C)cc1-n1nnnc1SCc1csc(C)n1
    98 | 2 | 53 | 0.7 | 100 | 100 | x | 102 | 103 | 99 | 8
CN1CCN(CC(O)COC(c2ccccc2)c2ccccc2)CC1 (stereo not drawn)
    97 | 3 | 11 | 0.6 | 96 | 97 | -18 | 101 | 97 | 96 | 22
O=S(=O)(c1ccccc1)N1CCN(CC(O)COc2ccc3c(c2)CCC3)CC1 (stereo not drawn)
    101 | 1 | 10 | 0.5 | 103 | 101 | x | 103 | 104 | 100 | 18
O=C(C1CC1)N1CCc2cc(Br)cc(S(=O)(=O)NCc3ccccn3)c21
    100 | 1 | 34 | 0.2 | 100 | 100 | x | 101 | 102 | 101 | 5
Cc1cc(C=O)c(C)n1-c1ccc(N2CCCCC2)c([N+](=O)[O-])c1
    95 | 1 | 15 | 0.2 | 100 | 96 | x | 100 | 105 | 97 | 22
CCOc1ccc(NS(=O)(=O)c2cc(NC(=O)CCS(=O)(=O)c3ccc(C)cc3)ccc2OC)cc1
    102 | 1 | 5 | -0.2 | 100 | 100 | -18 | 100 | 104 | 100 | 11
Cc1cc(C(=S)N2CCOCC2)c(C)n1-c1ccc(F)cc1
    97 | 2 | 16 | 0.2 | 99 | 97 | -8 | 100 | 101 | 101 | 5
O=C(CS(=O)(=O)c1c[nH]c2ccccc12)N1CCCc2ccccc21
    100 | 1 | 27 | 0.5 | 100 | 102 | x | 101 | 101 | 97 | 8
O=S(=O)(c1ccc(C2CCCCC2)cc1)N1CCN(c2ncccn2)CC1
    102 | 0 | 18 | 0.5 | 99 | 101 | 27 | 99 | 99 | 99 | 11
Cc1cccc(-c2nc(C#N)c(NC3CCCCC3)o2)c1
    99 | 1 | 13 | -0.1 | 100 | 99 | -6 | 99 | 101 | 97 | 34
CC1CCCC(NC(=O)CCCn2c(=S)[nH]c3ccccc3c2=O)C1C (stereo not drawn)
    106 | 7 | 19 | 0.6 | 99 | 104 | -12 | 99 | 101 | 97 | 9
CC(C)N=c1c([N+](=O)[O-])nn(C)n1O
    107 | 3 | 22 | -0.2 | 96 | 100 | 7 | 96 | 97 | 92 | 8
CC(C)N(C(=O)COC(=O)c1ccc([N+](=O)[O-])cc1)c1ccccc1
    94 | 12 | 13 | 1.2 | 94 | 97 | -6 | 91 | 94 | 93 | 9
COc1ccccc1/C=C(/C(=O)OCC(=O)NCc1ccccc1)c1ccccc1
    96 | 3 | 10 | 0.3 | 98 | 95 | 26 | 97 | 95 | 98 | 13
c1ccc(CCNc2ccnc3cc4ccccc4cc23)cc1
    u | 1 | 17 | -0.2 | u | u | 10 | u | u | u | 6
CNC(=O)CN(c1cc(OCCOC)c(Cl)cc1Cl)S(=O)(=O)c1ccccc1
    97 | 4 | 7 | 0.0 | 91 | 93 | 8 | 92 | 93 | 92 | 18
COC(=O)CSc1cc(C)nc(NC(C)=O)n1
    104 | -2 | 40 | 0.0 | 104 | 101 | 14 | 102 | 105 | 99 | 9
CC1CN(CCCSc2ccc(Cl)cc2)CC(C)O1 (stereo not drawn)
    104 | 6 | 23 | 0.5 | 99 | 99 | -13 | 97 | 101 | 96 | 5
CCn1ncc(/C=N\NC(=O)c2ccc3c(c2)c(C)c(C)n3Cc2ccccc2)c1C
    102 | 1 | 35 | 0.3 | 101 | 101 | x | 99 | 102 | 98 | 16
